TrxR1 substrate: substrates of rat thioredoxin reductase 1 | O89049 | purified TrxR1 substrate turnover, NADPH consumption readout | Potency, µM (doses to about 114 µM), for the others: at the top dose activity change, negative = substrate turnover | 390,000 compounds, 0.01% hits; also: potency is read from the fitted curve at half-maximal effect; % is scaled to controls: 0 for no effect and ±100 for the full control effect; nearly all actives have a fitted effect of over 50% in size
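Rat TrxR1, dispensed at 90 nM, was prereduced with 400 uM NADPH (final) for 5 min at ~22 deg C, then incubated with compound 15 min before 400 uM selenite. A first-read NADPH fluorescence drop versus no-compound background flagged substrates.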
USP1 inh: blocks the human USP1/UAF1 deubiquitinase complex | AID 743255 | recombinant USP1/UAF1, Ub-Rhodamine cleavage fluorescence | O94782 | Potency, µM (titrated, usually from 57.1 µM), for inactives: at the highest dose activity change, negative = inhibition, most hits filed as inhibitors | 390,000 compounds, 0.23% hits; also: potency is read from the fitted curve at half-maximal effect; % is scaled to controls: 0 for no effect and ±100 for the full control effect; nearly all actives have a fitted effect of over 60% in size; inactives centre near -12
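1 nM enzyme complex + cpd, 15 min RT; start with Ub-Rho 150nM final; kinetic fluorescence ex 480/em 540, 6 reads q60 s. Buffer 50mM HEPES pH 7.8, 0.5mM EDTA, 0.1 mg/ml BSA, 1mM TCEP, 0.01% Tween-20.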
Vif-A3F inh: Vif-A3F binding inhibition; HeLa A3F-eYFP + Vif (tagged APOBEC3F with the HIV-1 protein that degrades it), YFP fluorescence increase; Potency, µM (titrated, usually from 46.1 µM), for the others: top-dose activity, negative = active; 390,000 compounds, 0.2% hits; AID 602313; also: potency is read from the fitted curve at half-maximal effect; % of control where 0% means no effect; nearly all actives have a fitted effect of over 65% in size
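Fluorescence increase (Ex 488/Em 500-530) after overnight compound treatment at 37 deg C flags inhibition of Vif-driven A3F-eYFP loss in stable HeLa A3F-eYFP/Vif cells seeded overnight beforehand.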
LDHA inh: LDHA (human) enzyme inhibition. AID 1347041. purified LDHA, NADH/diaphorase-resazurin fluorescence; hits give low values. 480,000 compounds, 0.15% hits. activity change, % (values are at about 110 or 230 µM); in the data active = activity change below about -30%; inconclusive = mostly about -25% to -30%;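 also: plate controls were DMSO wells for no effect and wells without enzyme for full effect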
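Resorufin fluorescence (ex540/em590), read at 0 and 20 min after diaphorase/resazurin addition, reports the NADH left after a 5 min room-temperature reaction of 2 nM human LDH5 with 0.06 mM NADH and 0.2 mM pyruvate.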
mIDH1 inhibitor: human IDH1 R132H inhibition. Potency, µM (top dose mostly 76.6 µM), inactives show at the top dose activity change, negative = inhibition, most hits filed as inhibitors. IDH1-R132H enzyme, NADPH consumption, diaphorase/resazurin fluorescence. 390,000 compounds, 0.093% hits; also: potency is read from the fitted curve at half-maximal effect; % is scaled to controls: 0 for no effect and ±100 for the full control effect; nearly all actives have a fitted effect of over 65% in size
Target sequence (O75874 whole entry R132H, stated change not applied): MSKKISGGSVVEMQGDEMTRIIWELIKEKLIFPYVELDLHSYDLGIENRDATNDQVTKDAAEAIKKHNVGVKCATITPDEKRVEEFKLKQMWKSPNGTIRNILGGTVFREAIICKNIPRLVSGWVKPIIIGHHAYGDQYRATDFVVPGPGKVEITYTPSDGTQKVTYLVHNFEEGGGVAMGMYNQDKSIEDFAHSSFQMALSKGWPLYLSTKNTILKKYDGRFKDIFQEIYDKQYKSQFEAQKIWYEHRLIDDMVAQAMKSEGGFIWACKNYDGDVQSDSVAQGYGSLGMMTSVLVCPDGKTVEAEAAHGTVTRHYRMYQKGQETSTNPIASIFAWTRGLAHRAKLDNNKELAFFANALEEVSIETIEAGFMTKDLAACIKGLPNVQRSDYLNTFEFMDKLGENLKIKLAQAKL
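IDH1-R132H (0.5 ug/mL dispensed) in pH 7.5 Tris buffer was preincubated 30 min with compound, then given a substrate mix of 0.016 mM NADPH and 2 mM alpha-KG for 80 min at room temperature; remaining NADPH was read by diaphorase/resazurin fluorescence.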
RXFP1 ag: agonists of human relaxin receptor RXFP1. Q9HBX9. Potency, µM (highest dose often 57.5 µM), inactives show at the top dose activation, actives largely listed as activators. HEK293T-RXFP1 cAMP TR-FRET, 30 min; response scale: percent of porcine relaxin response, buffer zero. 370,000 compounds, 0.3% hits; also: potency is read from the fitted curve at half-maximal effect; % is scaled to controls: 0 for no effect and ±100 for the full control effect; nearly all actives have a fitted effect of over 60% in size; many of its hits are not listed in these tables
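Agonist response is measured as cAMP accumulation in an RXFP1-transfected HEK293T line under PDE4 inhibition. Values are scaled between buffer-only and 29 nM porcine relaxin, and EC50s come from standard Hill equation fits.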
PI4K2A block: PI4K2A (human) kinase inhibition. AID 1346378. 420,000 compounds, 0.13% hits. purified PI4K2A, ADP-Glo luminescence, 1 h; hits give low values. activity change, negative = inhibition, % at 76.9 µM; in the data active = activity change below about -50%; inconclusive = mostly about -30% to -49%;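 also: -100% = wells without enzyme as full effect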
Target sequence (Q9BTU6 whole entry, looked up): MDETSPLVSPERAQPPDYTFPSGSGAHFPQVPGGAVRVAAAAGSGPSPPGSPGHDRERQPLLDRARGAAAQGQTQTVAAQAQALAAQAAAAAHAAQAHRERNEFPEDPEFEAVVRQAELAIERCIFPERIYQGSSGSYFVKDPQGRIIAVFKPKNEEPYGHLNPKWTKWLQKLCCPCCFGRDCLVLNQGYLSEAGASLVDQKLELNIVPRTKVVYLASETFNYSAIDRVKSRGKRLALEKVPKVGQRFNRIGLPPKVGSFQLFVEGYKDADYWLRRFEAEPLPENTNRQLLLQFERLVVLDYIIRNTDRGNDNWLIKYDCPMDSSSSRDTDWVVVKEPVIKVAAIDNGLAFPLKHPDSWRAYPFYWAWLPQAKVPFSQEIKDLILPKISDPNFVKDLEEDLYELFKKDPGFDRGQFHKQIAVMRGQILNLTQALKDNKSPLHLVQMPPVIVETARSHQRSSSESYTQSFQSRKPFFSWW
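In this quantitative HTS, ADP production by PI4K2A was quantified luminescently after 1 h at ambient temperature; 100 microM adenosine served as plate-quality control.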
GRP78 ERSR act: induces the endoplasmic reticulum stress response in human glioma cells; AID 602332; U87-MG GRP78 promoter luciferase reporter, 16 h; Potency, µM, inactives show top-dose activation, usual class: activators; 420,000 compounds, 0.02% hits; also: potency is read from the fitted curve at half-maximal effect; series mostly up to about 76 µM; % of control where 0% means no effect; nearly all actives have a fitted effect of over 35% in size
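Stably transfected U87-MG glioma cells carrying a GRP78-based luciferase sensor; 16 h compound incubation. Luminescence end-point read 10 min after Bright-Glo addition at room temperature.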
Vif-APOBEC3G blk: inhibitors of Vif-APOBEC3G interaction; Q9HC16; HeLa A3G-eYFP + Vif (tagged APOBEC3G with the HIV-1 protein that degrades it), YFP fluorescence, overnight; Potency, µM (titrated, usually from 46.1 µM), without a hit: top-dose activity, negative = active, usual class: inhibitors; 410,000 compounds, 0.076% hits; AID 602310;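 also: potency is read from the fitted curve at half-maximal effect; % is scaled to controls: 0 for no effect and ±100 for the full control effect; nearly all actives have a fitted effect of over 60% in size; hits raise eYFP signal because A3G escapes Vif-driven loss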
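Read-out is eYFP fluorescence (Ex 488/Em 500-530) from Vif-expressing HeLa A3G-eYFP cells; more signal means A3G escaped Vif-mediated degradation. Cells plated overnight, compound pinned in, incubated overnight at 37 deg C.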
* hit, by the source's call; ? = inconclusive; . = not tested or not shown; & = joins results of further samples; [ ] = remark or other dose. Unless noted, calls follow the shape of the dose curve; as a rule, active = well fitted curve in the direction sought with a large enough effect; inconclusive = small, poorly fitted or top-dose-only effect, or another doubt; inactive = no such curve, though single readings can be large; an effect the other way counts as inactive or inconclusive. A portion of the library; rates above refer to the full screens.

SMILES	TrxR1 substrate	USP1 inh	Vif-A3F inh	LDHA inh	mIDH1 inhibitor	RXFP1 ag	PI4K2A block	GRP78 ERSR act	Vif-APOBEC3G blk
CCOC(=O)C1(C)CCN1C(=O)c1ccc(OC)cc1OC (configuration not stated)	.	.	.	-8	.	.	-10	0%	-5%
CCCCOC(=O)c1ccc(NC(=O)CN2C(=O)NC3(CCCCCC3)C2=O)cc1	2%	-18%	-8%	1	3%	-0.8%	-3	-1%	-6%
COC(=O)c1ccc(NC(=O)COc2ccccc2OC)cc1	-7%	-1%	5%	-3	0%	-0.1%	-3	1%	0%
N#Cc1cccc(NC(=O)c2cc(C3CCCCN3C(=O)c3cccs3)on2)c1 (configuration not stated)	.	.	.	-10	.	.	5	-3%	-2%
O=C(O)c1cccc(NC(=O)c2cccc(S(=O)(=O)Nc3cccc(C(=O)O)c3)c2)c1	-3%[57.1 µM]	0%	3%	-2	2%	-0.3%	-1	?	1%
O=C(NCCC1=CCCCC1)c1ccc2c(c1)N(Cc1ccc(Cl)cc1)C(=O)c1ccccc1S2(=O)=O	10%	-27%	2%	-4	1%	-1.9%	2	3%	-1%
COC(=O)c1cc(NC(C)=O)ccc1N1CCOCC1	-5%	-13%	-4%	2	0%	2.5%	-3	-4%	-1%
COc1cccc(CNC(=O)CCC2CCCN(C(=O)CCC(F)(F)F)C2)c1 (configuration not stated)	-1%	-16%	-1%	-6	2%	-1.1%	-2	1%	1%
O=C(Cc1ccc(F)cc1)Nc1nc(-c2ccc(F)cc2)cs1	0%	-24%	2%	-1	1%	-0.1%	2	-2%	0%
COc1cc(OC)cc(C(=O)NC(C(=O)NCc2ccccn2)C(C)C)c1 (configuration not stated)	2%	-12%	5%	-8	1%	-1.6%	-3	-2%	4%
O=C(CCC(=O)N1CCSc2ccccc21)Nc1cccc(F)c1	4%[57.1 µM]	-9%	0%	1	2%	6.3%	1	2%	0%
ON=Cc1cccn1-c1ccccc1	6%	?	-8%	-6	2%	-0.1%	-2	1%	1%
O=C(Nc1ccccn1)C1CCN(C(=O)Nc2ccccc2)CC1	-3%	-5%	-6%	0	0%	-0.1%	-2	-2%	1%
Cc1cnc(CN(C)Cc2c(C(=O)N3CCCCCCC3)nc3ccc(Cl)cn23)[nH]1	-6%	-21%	-1%	-7	1%	2.7%	-6	-3%	-5%
O=C(COC(=O)/C=C/c1ccccc1)NCC1CCCO1 (configuration not stated)	5%[57.1 µM]	0%	-7%	-8	-3%	4.4%	1	-3%	-4%
C/C(N)=C(/C#N)C(=O)CSc1nc2cc(Cl)ccc2c(=O)n1Cc1ccco1	-7%	?	-2%	-3	-5%	1.7%	-2	-5%	0%
O=C(Nc1ccc(C(F)(F)F)cn1)Nc1cccs1	1%[57.1 µM]	-9%	7%	-11	2%	0.5%	-11	-2%	-1%
COc1cc(CN2CCCCCC2)cc(OC)c1OC	10%[57.1 µM]	4%	-1%	-15	0%	-0.2%	7	-3%	-1%
COc1cccc(OC)c1C(=O)Nc1ccc([N+](=O)[O-])cn1	-8%	-13%	1%	-9	1%	2.8%	1	-5%	-1%
O=C(COC(=O)CNC(=O)c1ccccc1F)NCC(F)(F)F	0%	-18%	3%	1	-2%	0.2%	2	-4%	3%
Cc1cc(C(=O)CSc2nc3ccccc3[nH]2)c(C)n1Cc1ccco1	-6%	-20%	-17%	-7	-1%	0.2%	-8	-8%	6%
CCOc1ccc(-c2nonc2NC(=O)COc2ccc(C)c(C)c2)cc1OCC	-1%	-14%	0%	3	9%	1.5%	-5	-3%	3%
O=C(Nc1cccc(C(=O)OCc2cc(=O)n3c4c(sc3n2)CCCC4)c1)c1ccc(Cl)cc1	-1%[57.1 µM]	-10%	1%	2	-7%	1.4%	2	-1%	6%
COc1cccc(NC(=O)CSc2nc(=O)n(Cc3ccncc3)c3c2CCC3)c1	-4%[57.1 µM]	-25%	-9%	6&0	4%	-0.5%	-1	-3%	1%
CCCC[C@H]1COCCS(=O)(=O)N1Cc1cccc(Cl)c1	1%&-10%	-10%	1%	0	11%	-0.4%	-3	-2%&0%	-3%&-2%

Single values from the entries so far.
O=C(COC(=O)/C=C/c1ccccc1)NCC1CCCO1 (configuration not stated) | Vif-APOBEC3G blk: -4%
CCCC[C@H]1COCCS(=O)(=O)N1Cc1cccc(Cl)c1 | TrxR1 substrate: 1%&-10%

Following part:
SMILES	TrxR1 substrate	USP1 inh	Vif-A3F inh	LDHA inh	mIDH1 inhibitor	RXFP1 ag	PI4K2A block	GRP78 ERSR act	Vif-APOBEC3G blk
CCCCN(C1CCS(=O)(=O)C1)S(=O)(=O)c1cccs1 (configuration not stated)	5%[57.1 µM]	-23%	-5%	-2	2%	0.2%	0	-5%	0%
CC(C)Oc1ccc(C(=O)O)cc1	2%	-10%	6%	-8	-3%	0.7%	15	-7%	-2%
COC(=O)c1ccccc1NC(=O)CSc1nncn1C	1%	-11%	5%	-12	4%	-0.8%	1	-4%	8%
COc1cc(/C=N/N2CCN(Cc3ccccc3)CC2)cc(OC)c1OC(C)=O	-1%	-20%	0%	-1	-1%	-0.3%	-1	-5%	-2%
COc1cc(CNCc2cccs2)ccc1OCC(N)=O	11%	-6%	-7%	-4	8%	0.4%	0	-3%	2%
CCC/C(O)=C1\C(=O)CC(C)(C)CC1=Nc1ccccc1O	8%[57.1 µM]	-12%	3%	-3	3%	-1.5%	5	-2%	-3%
CC(C)OP(=O)(c1ccc(N(C)C)cc1)C(Nc1ccccc1)c1ccccc1 (configuration not stated)	1%[57.1 µM]	-14%	-13%	0	-3%	-0.8%	-1	-3%	-4%
O=C(NCc1ccco1)c1ccc(Cn2c(=O)c3sccc3n(Cc3cccc(F)c3)c2=O)cc1	-3%	-18%	0%	-9	-21%	-1.1%	-1	-3%	-8%
Cn1cnc2cc(NCc3cccs3)ccc21	0%[57.1 µM]	-2%	10%	6	-5%	-0.4%	3	-5%	-2%
COc1cc(C(=O)Nc2ccc3c(c2)OCO3)ccc1-n1cnnn1	3%	-2%	-13%	-6	4%	1.9%	-2	2%	-1%
CN(C)S(=O)(=O)N(CC(=O)NCc1ccccc1)c1ccccc1	5%	4%	-4%	1	0%	2.6%	-4	-2%	1%
CC(C)(C)c1ccc(OCC(=O)Nc2ccncc2)cc1	8%	-12%	-8%	-1	2%	0.4%	-5	-1%	0%
CCOC(=O)N1CCN(C(=O)c2cc3cc(OC)c(OC)cc3[nH]2)CC1	31%[activator]	-21%	0%	-1	2%	4.4%	7	2%	-2%
CC(C)c1ccc2[nH]c3c(c2c1)CCC/C3=N\NC(=O)c1ccncc1	-12%[57.1 µM]	-16%	2%	4	4%	0.0%	-5	-5%	-22%
Cn1cc(CN2CCCC(C(=O)c3cc(F)ccc3F)C2)c2ccccc21 (configuration not stated)	4%	-25%	-13%	4	0%	2.4%	3	-3%	1%
Cc1ccccc1-n1nc2c(c1NC(=O)C(C)C)CS(=O)(=O)C2	-5%	-10%	-2%	-1	2%	-1.3%	0	-6%	-1%
CC(=O)Nc1ccc(N2C(=O)c3cccc4c(O)ccc(c34)C2=O)cc1	-3%[57.1 µM]	28µM*	?	3	6%	6.5%	?	-11%	0%
COc1ccc(OC)c(NC(=O)c2ccc3c(Cl)c4c(nc3c2)CCCC4)c1	7%	-20%	-3%	-2	-4%	-1.2%	0	-1%	2%
CCN(CC)S(=O)(=O)c1cccc(-c2n[nH]c(=S)n2C(C)COC)c1 (configuration not stated)	11%	-18%	6%	-6	-4%	-0.3%	1	2%	-5%
CCCNCC1COc2ccccc2O1 (configuration not stated)	8%	-8%	-12%	-8	1%	-1.2%	-4	-6%	-4%
O=C(COC(=O)Cc1c[nH]c2ccccc12)NC1CCCCC1	2%[57.1 µM]	-11%	6%	-3	4%	-0.3%	-3	0%	-3%
CCCCNC(=O)Cc1c(O)c2ccccc2[nH]c1=O	29%	-16%	-4%	-4	15%	-1.1%	-1	-2%	-2%
CCCCN1C(C(=O)Nc2cc(C)on2)=C(O)c2ccccc2S1(=O)=O	4%[57.1 µM]	0%	-23%	-4	0%	1.3%	-3	-3%	3%
O=C(COC(=O)c1ccc(O)cc1)Nc1ccc2[nH]c(=O)[nH]c2c1	7%[57.1 µM]	-18%	6%	-2	1%	-0.1%	0	-4%	1%
CC(C)NC(=O)c1onc(CSc2ccc(C(C)C)cc2)c1C(=O)O	-4%	-15%	5%	0	1%	-0.1%	-4	-1%	-4%
COc1ccc(CCNC(=O)/C=C/c2ccco2)cc1OC	8%[57.1 µM]	-5%	-15%	-2	0%	-0.8%	0	-5%	0%
COCCNC(=O)COc1ccccc1C	7%[57.1 µM]	-8%	-5%	-4	2%	-1.3%	-2	3%	0%
CCC(C)NC(=O)Cn1ncc2c([nH]c3ccc(C)cc32)c1=O (configuration not stated)	6%[57.1 µM]	-4%	-8%	-5	0%	0.3%	-1	-1%	-5%
CCOc1ccc(N2CC(C(=O)Nc3ccc(S(=O)(=O)Nc4nccs4)cc3)CC2=O)cc1 (configuration not stated)	2%[57.1 µM]	-16%	-5%	-8	0%	2.7%	-1	-1%	-1%

Bioassay records (PubChem BioAssay)
